Screening results as filed in PubChem.
M. tuberculosis HTS: M. tuberculosis growth inhibition, HTS (AID 449762); one-dose inhibition, % at 25 µM; IC50 in µM for titrated hits; M. tuberculosis H37Rv growth inhibition, 7H9 media; higher % means a stronger effect; 330,000 compounds, 0.59% hits; in the data active = a potency from the dose series; inconclusive = inhibition above about 70% without an active follow-up result;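 also: bacterial growth assessed after seven days of incubation; strong numbers were not always called active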
H1N1 NS1A inhibition: H1N1 influenza NS1A inhibitors, functional cell based assay (AID 504329). 340,000 compounds, 0.3% hits. NS1A functional cell-based assay, percent inhibition; higher % means a stronger effect. inhibition, % at 12.5 µM; hits with a dose series show IC50 in µM; in the data active = a potency from the dose series; inconclusive = inhibition above about 27% without an active follow-up result; also: strong numbers were not always called active
Salmonella PhoP GFP: PhoP regulon inhibitors, Salmonella typhi PhoP promoter GFP reporter, confirmatory (AID 1850). Salmonella Typhi PhoP-promoter GFP reporter, fluorescence, 4 h; higher % means a stronger effect. one-dose inhibition, % at 50 µM; IC50 in µM for titrated hits. 310,000 compounds, 0.33% hits; in the data active = a potency from the dose series; inconclusive = inhibition mostly from about 25% at the one dose, without a potency; inactive = the rest, 99 in 100 with inhibition below about 19%;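 also: 0% = induced wells with vehicle and 100% = uninduced wells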
inhibitors of VEEV: inhibitors of VEEV TC-83 cytopathic effect, confirmation, Vero cells (AID 588727); Vero cells, VEEV TC-83 cytopathic effect inhibition; higher % means a stronger effect; inhibition, % at 20 µM; hits with a dose series show IC50 in µM; 350,000 compounds, 0.13% hits; in the data active = a potency from the dose series; inconclusive = inhibition mostly from about 14% at the one dose, without a potency; inactive = the rest, 99 in 100 with inhibition below about 12%; also: strong numbers were not always called active
tuberculosis growth: growth inhibition of non-replicating M. tuberculosis (AID 488890); inhibition, % at 25 µM, or IC50 in µM where a hit was titrated; 320,000 compounds, 0.39% hits; Mycobacterium tuberculosis non-replicating, growth inhibition; higher % means a stronger effect; in the data active = a potency from the dose series; inconclusive = inhibition mostly from about 82% at the one dose, without a potency; inactive = the rest, 99 in 100 with inhibition below about 76%;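 also: plate controls were DMSO cells for no effect and high antibiotic wells for full effect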
inhibitors of VEEV 10K pilot screen: also measured in inhibitors of VEEV; calls as there; inhibition, %; measured here: 10K pilot screen inhibition
An asterisk follows results filed as active; i = inactive; ? = inconclusive; . = not tested or not shown.

SMILES	M. tuberculosis HTS	H1N1 NS1A inhibition	Salmonella PhoP GFP	inhibitors of VEEV	tuberculosis growth	others
COc1ccccc1NS(=O)(=O)c1ccc(C(=O)NCc2ccco2)cc1	-1%	-3%	.	2.1%	24%
O=P(c1ccccc1)(c1ccccc1)C(c1ccco1)N1CCOCC1 (stereo not drawn)	-2%	-4%	-1%	0.8%	-4%
COc1ccccc1N1CCN(S(=O)(=O)c2ccccc2F)CC1	3%	3%	2%	i	3%
CCOC(=O)Nc1cc2c(C)cc(=O)oc2cc1C	3%	-2%	-6%	1.3%	-5%
CCc1ccc(NC(=O)c2[nH]c(C)c(C(C)=O)c2C)cc1	5%	4%	-4%	1.4%	8%
Cc1cc(C)c(S(=O)(=O)N(C)Cc2cnn(C)c2)c(C)c1	-2%	14%	5%	1.4%	-11%
Cc1ccc(/C=N/Nc2nc3ccccc3s2)o1	?	26%	-6%	8.9%	24%
COc1ccccc1-c1cc(C(=O)Nc2cccnc2Cl)no1	9%	7%	-1%	4.0%	7%
COc1ccc(C2=NOC(C(=O)NCc3ccc(F)cc3)C2)cc1OC (stereo not drawn)	-1%	26%	-4%	2.0%	23%
O=[N+]([O-])c1ccc(CSc2nc3ncc(Br)cc3[nH]2)cc1	2%	.	2%	0.2%	78%
COCC(=O)NNC(=S)Nc1cccc(C)c1C	-8%	4%	-2%	0.1%	-6%
COc1ccccc1N=Cc1c(C)[nH]n(-c2ccc(C)cc2C)c1=O	8%	5%	0%	3.1%	3%
COc1ccc(CCN2CC(C(=O)OCC(=O)N(C)CC(=O)Nc3ccccc3Cl)CC2=O)cc1OC (stereo not drawn)	.	-3%	.	0.8%	.
Cc1cc(C)c(NC(=O)CSCc2nc3sc(C)c(C)c3c(=O)[nH]2)c(Cl)c1	-1%	-9%	.	1.1%	-7%
CC(C)C12CN3CC(C(C)C)(CN(C1)C31C(=O)Nc3ccccc31)C2=O (stereo not drawn)	8%	8%	0%	6.2%	1%

Overlap with the part before: 3 entries, then new ones.
SMILES	M. tuberculosis HTS	H1N1 NS1A inhibition	Salmonella PhoP GFP	inhibitors of VEEV	tuberculosis growth	others
COc1ccc(CCN2CC(C(=O)OCC(=O)N(C)CC(=O)Nc3ccccc3Cl)CC2=O)cc1OC (stereo not drawn)	.	-3%	.	0.8%	.
Cc1cc(C)c(NC(=O)CSCc2nc3sc(C)c(C)c3c(=O)[nH]2)c(Cl)c1	-1%	-9%	.	1.1%	-7%
CC(C)C12CN3CC(C(C)C)(CN(C1)C31C(=O)Nc3ccccc31)C2=O (stereo not drawn)	8%	8%	0%	6.2%	1%
CC(=O)C1CCC2C3CC(C)=C4CC(O)CCC4(C)C3CCC12C (stereo not drawn)	.	-9%	.	i	.
O=C(O)CCCCNCc1ccccc1	1%	1%	12%	0.3%	2%
Clc1ccccc1NCSC1=NCCS1	.	-2%	.	1.8%	.
CCN(CC)S(=O)(=O)c1ccc(C(=O)Nc2cc(S(=O)(=O)N3CCOCC3)ccc2N2CCN(C)CC2)cc1	.	1%	.	1.3%	.
Cc1cc(-c2nnc(CCC(=O)NC(C)(C)C34CC5CC(CC(C5)C3)C4)o2)no1	-12%	-5%	-4%	i	1%
Cc1ccc(CN2CCN(C(=O)c3ccncc3)CC2)cc1	11%	4%	-3%	i	-3%
CC(=O)NC1(C(F)(F)F)C(=O)Nc2c1c(=O)n(C)c(=O)n2C (stereo not drawn)	-11%	14%	-6%	i	-18%
O=C(CCS(=O)(=O)c1ccc2c(c1)NC(=O)CO2)NCc1ccccc1	7%	-1%	-30%	0.8%	-2%
CCC(=O)Nc1c2c(nn1-c1ccc(F)cc1)CS(=O)C2 (stereo not drawn)	3%	-5%	3%	i	.
CCn1c(SCC(=O)Nc2nccs2)nnc1-c1ccco1	2%	8%	3%	0.2%	-7%
Cc1ccccc1OCCCN1CCCC1	6%	-7%	-2%	i	-3%	inhibitors of VEEV 10K pilot screen=1.7
CC(C)(C)OC(=O)C[C@@H]1C/C=C\C[C@H](CC(=O)N(CCO)Cc2ccccc2)C(=O)N[C@@H](Cc2c[nH]c3ccccc23)COC1=O	-3%	3%	.	3.7%	74%
CN1CCC(N(C)C(=O)c2cc(-c3ccccc3Cl)nc3ccccc23)CC1	-7%	2%	.	i	1%
Cc1c(C(=O)N/N=C/c2ccccn2)nnn1-c1nonc1N	1%	7%	11%	4.8%	10%
COc1ccc(-c2nc(-c3ccc(Br)o3)no2)cc1OC	-7%	-6%	.	12%	.
Cc1cc(=O)[nH]c2c(C)c(N)ccc12	-1%	2%	11%	1.9%	3%
Cc1ccc(-n2c(SC3CCOC3=O)nc3ccccc3c2=O)cc1 (stereo not drawn)	2%	.	3%	.	5%
O=C(COc1ccc(Cl)cc1)N1CCCC1	6%	-2%	0%	5.2%	1%
Cc1ccc(Cl)c2sc(N3CCN(C(=O)c4ccco4)CC3)nc12	56%	-5%	1%	8.8%	57%
Cc1ncc(CN2CCCCC2C(=O)Nc2ccc(Oc3ccccc3)nc2)cn1 (stereo not drawn)	-3%	2%	-2%	4.0%	-3%
O=S(=O)(Nc1ccccc1-c1ccccc1)c1ccccc1	.	0%	.	1.8%	.
CCOC(=O)C1CCN(C(=O)c2cc3c(-c4ccc(OC)c(OC)c4)nn(C)c3s2)CC1	-5%	0%	5%	11%	16%	inhibitors of VEEV 10K pilot screen=5.3
O=C1CCCC(=O)N1c1ccc(Oc2ccc(Cl)cc2)cc1	-13%	-3%	-13%	0.2%	22%
Cc1ccc(OCCNC(=O)c2ccc(C)o2)cc1	4%	0%	.	1.2%	35%
O=C(NC1CCN(S(=O)(=O)c2ccccc2C(F)(F)F)CC1)c1ccco1	7%	13%	-13%	i	1%
Cc1ccccc1CCNC(=O)CCn1ccc2cc(S(=O)(=O)N3CCCC3)ccc21	-3%	-3%	1%	5.2%	31%
COc1ccc(-c2cc3ccccc3[nH]2)cc1	7%	4%	0%	0.5%	31%
Cc1oc2c(C)c3oc(=O)c(CCC(=O)NCCCCCC(=O)O)c(C)c3cc2c1C	-8%	3%	0%	0.8%	-8%
COc1ccc(N/C(N)=N/c2nc(C)cc(=O)[nH]2)cc1	5%	-4%	0%	i	10%
O=c1c(Cc2ccc(Cl)cc2Cl)c(O)ccn1CC(F)(F)F	-4%	-4%	-10%	0.6%	5%
Cn1c(=O)c2c(nc(NCCOc3ccc(F)cc3)n2C)n(C)c1=O	-1%	1%	7%	i	12%
Cn1cccc1C(=O)Nc1ccc(Cl)c(S(=O)(=O)N2CCCCC2)c1	3%	-11%	.	7.2%	11%
Cc1nc(NC(=O)c2ccccc2)sc1-c1csc(Nc2ccc(C(=O)O)cc2)n1	.	18%	.	6.3%	.
COc1cccc(CN2CCCC(C(=O)c3ccc4c(c3)OCO4)C2)c1OC (stereo not drawn)	2%	-10%	-7%	i	35%
NCC(CC(=O)O)c1ccc(Cl)cc1 (stereo not drawn)	-6%	-5%	-7%	0.2%	5%
COCCNC(=O)COc1ncnc2ccc(Br)cc12	1%	-31%	8%	i	-3%
Oc1cccc(-n2nnnc2SCc2ccccc2F)c1	6%	-9%	-17%	1.2%	8%
O=C(Nc1ccccc1)C1CCCN1S(=O)(=O)c1cccs1 (stereo not drawn)	-6%	-2%	7%	0.1%	0%
Cc1c(C(=O)NNC(=O)c2ccccc2O)oc2ccc(Br)cc12	-3%	-4%	-4%	1.9%	-11%
COc1ccc(N2C(=O)CC(SC(C)C)C2=O)cc1 (stereo not drawn)	1%	-19%	1%	i	-10%
COc1ccc(-c2n[nH]c(=S)n2/N=C/c2cccn2C)cc1	0%	8%	-6%	1.4%	0%
COc1ccc(C(=O)CN2C(=O)c3ccccc3C2=O)cc1	-6%	.	0%	1.0%	-11%
CCN(CC)c1ccc(S(=O)(=O)N2CCOCC2)cc1NC(=O)Cn1nc(C)c([N+](=O)[O-])c1C	-10%	8%	.	6.3%	42%
COc1ccc(OC)c(NC(=O)c2ccc(-n3cccn3)nc2)c1	-3%	-7%	3%	0.8%	-6%
CC/C(C)=N\NC(=O)CNC(=O)c1ccc(Cl)cc1Cl	-8%	6%	-2%	0.3%	3%

Quoted at random: two compounds from above
SMILES	M. tuberculosis HTS	H1N1 NS1A inhibition	Salmonella PhoP GFP	inhibitors of VEEV	tuberculosis growth	others
Cc1c(C(=O)NNC(=O)c2ccccc2O)oc2ccc(Br)cc12	-3%	-4%	-4%	1.9%	-11%
Cn1c(=O)c2c(nc(NCCOc3ccc(F)cc3)n2C)n(C)c1=O	-1%	1%	7%	i	12%

Going on with the list.
SMILES	M. tuberculosis HTS	H1N1 NS1A inhibition	Salmonella PhoP GFP	inhibitors of VEEV	tuberculosis growth	others
CC(Sc1nc(-c2ccccc2)cc(C(F)(F)F)n1)C(=O)Nc1ccc2c(c1)OCO2 (stereo not drawn)	0%	-3%	-11%	1.2%	13%
Cc1ccccc1NC(=S)NCc1ccc2[nH]c3c(c2c1)CCCC3	-21%	>100µM*	-5%	1.2%	.
Cc1cc2oc(C(=O)Nc3cccnc3)c(C)c2cc1C	-14%	-2%	14%	1.1%	.
Cc1cc(-c2nnc(SCC(=O)Nc3ccc(Cl)cn3)n2N)n[nH]1	2%	0%	-15%	2.0%	7%
O=C(N/N=C/c1ccncc1)c1ccccn1	-4%	-6%	-1%	i	20%
CCOC(=O)N1CCN(C(=O)CCCn2nc(C)c3sc4ccccc4c3c2=O)CC1	9%	-5%	-6%	i	6%
COc1ccc(-n2c(C)cc(C)c(C(C)=O)c2=S)cc1	-6%	-2%	-2%	0.1%	-18%
COc1ccccc1N1CCN(C(=O)c2ccc(CSc3ccccc3)cc2)CC1	13%	-3%	6%	8.7%	51%
Cc1cccc(C)c1N1C(=O)CC(N2CCSCC2)C1=O (stereo not drawn)	0%	-7%	3%	i	3.4µM*
CC(=O)N(CCCN(C)C)CCC(C)CCC=C(C)C (stereo not drawn)	-2%	-6%	-1%	0.1%	23%
CCOC(=O)c1cc(-c2ccccc2C)nn1CC1CC(c2ccc(OC)cc2)=NO1 (stereo not drawn)	0%	-3%	.	0.8%	-9%
CCC(=O)NCCc1nc2cc(NC(=O)c3ccccc3Cl)ccc2n1C	5%	-3%	12%	i	-10%
COc1ccc(N2CC(C(=O)NCc3ccccc3)CC2=O)cc1 (stereo not drawn)	-14%	3%	7%	i	7%
CCn1c(COC(=O)CNC(=O)c2cc(OC)c(OC)c(OC)c2)nc2cc(S(=O)(=O)N(C)C)ccc21	3%	-7%	-6%	1.4%	-8%
C[C@H]1CN([C@@H](C)CO)C(=O)c2cccc(NS(=O)(=O)c3ccc(F)cc3)c2O[C@H]1CN(C)S(=O)(=O)c1cn(C)cn1	1%	-29%	.	i	3%
Nc1cc(=O)[nH]c(SCC(=O)NNC(=O)c2ccccc2)n1	14%	-3%	-4%	1.0%	-4%
O=C(CCC1CCCN(Cc2cccc(Cl)c2)C1)NCc1ccccc1F (stereo not drawn)	9%	3%	-11%	1.2%	5%
O=c1[nH]c2ccc(NC(=S)Nc3ccc(Cl)cc3)cc2[nH]1	-6%	2%	-4%	4.8%	-7%
Cn1cc(/C=C(\C#N)C(=O)Nc2cccc([N+](=O)[O-])c2)c2ccccc21	0%	-1%	-3%	i	-10%
C/C=C(\C)C(=O)NCCN1C2=NC[C@H](Cc3ccc(O)cc3)N2C[C@@H]1Cc1ccc(OC)cc1	-6%	-9%	-6%	0.4%	41%
CN(C)c1oc(/C=C/c2ccccc2)nc1C#N	3%	-18%	-10%	0.0%	2%
CC1=C(C(=O)Nc2cc(-c3cccc(F)c3)[nH]n2)C2(CCCCC2)OC1=O	7%	2%	15%	4.8%	.
COc1ccccc1CN1CCN(C(=O)COc2ccc3ccccc3c2)CC1	15%	-2%	7%	0.4%	18%
O=C(O)CNC(=O)c1ccccc1Br	-1%	0%	7%	1.4%	-16%
COCCn1c(-c2ccc(F)cc2)nc2cccnc21	-3%	-5%	10%	?	-9%
O=C(CC(=O)c1ccccc1)Nc1ccc(Cl)cc1	3%	-24%	2%	0.7%	.
COc1ccc(CNC(=O)CN(c2cccc([N+](=O)[O-])c2)S(C)(=O)=O)cc1	0%	-6%	3%	0.9%	2%
COc1cccc(N2C(N)=NC(N)=NC2(C)C)c1	-5%	-1%	5%	4.5%	-5%
O=C(Cn1c(NCCCO)nc2ccccc21)c1ccco1	-6%	-2%	-1%	0.9%	3%
Cc1ccc(-n2ncc3c2CC(C)(C)CC3NC(=O)CCc2ccc(=O)[nH]n2)cc1 (stereo not drawn)	-1%	13%	-3%	i	-8%
CCCNC(=O)N1CCCC(C(N)=O)C1 (stereo not drawn)	-4%	0%	-6%	i	1%

This is a random part of the collection, and some 1.6% of all compounds hit somewhere here.
